High-throughput results from PubChem BioAssay.
PGC1a acetyl inh – modulators of PGC1a acetylation. actives 0.17% (n = 350,000). U2OS PGC1a acetylation, AlphaScreen anti-acetyl-lysine; with virally co-expressed GCN5 acetyltransferase. inhibition, % at 15.6 µM;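 active means every replicate shows inhibition of at least 40%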;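 further: 0% = neutral control wells and 100% = positive control wells; some results beyond the cut were filed as inactive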
C2C12 statin – protects C2C12 myotubes from simvastatin toxicity. rescue of ATP level, % at 7.49 µM. AID 602340. actives 0.78% (n = 330,000). ATP luminescence, 48 h; scaled: DMSO 0, geranylgeraniol control 100;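 active means mean ATP rescue above about 67%, or every replicate alone reaching that limit, limit read from the data, passing the limit was not always enough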;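 further: myotubes were challenged with 10 µM simvastatin during compound exposure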
* = called active by the depositor. Only part of the results is shown (hit frequency here may not be typical).

For CC(C)CC(=O)NC(NC(=S)Nc1sc2c(c1C#N)CCCC2)C(Cl)(Cl)Cl (centres undefined) the results were PGC1a acetyl inh -1 and C2C12 statin -5.
For CC(C)c1nc2sc3c(NCc4ccco4)ncnc3c2c2c1COC(C)(C)C2 the results were PGC1a acetyl inh 59* and C2C12 statin 9.
For CCC(=O)Nc1sc2c(c1C(N)=O)CCC2 the results were PGC1a acetyl inh 14 and C2C12 statin 42.
Screening COc1cc(/C=N/n2cnnc2)ccc1OCc1ccc(C)cc1 returned PGC1a acetyl inh 3 and C2C12 statin -8.
`COc1ccc(Nc2nc(N)nc(CSc3nnc(C)s3)n2)cc1` gave PGC1a acetyl inh 5 and C2C12 statin -1.
`COc1cc(C(=O)N2CCC(NC(=O)C(Cc3ccccc3)NC(C)=O)CC2)cc(OC)c1OC` (centres undefined) gave PGC1a acetyl inh 1 and C2C12 statin 6.
Screening O=C(Cc1c(O)c2ccccc2[nH]c1=O)N(Cc1ccccc1)Cc1ccccc1 returned PGC1a acetyl inh 4 and C2C12 statin 1.
`CCn1c(NCCc2ccc(OC)c(OC)c2)nc2c1c(=O)n(C)c(=O)n2C` gave PGC1a acetyl inh -1 and C2C12 statin -6.
Screening O=C(Nc1ccccc1)C1Cc2ccccc2CN1C(=O)c1ccco1 (centres undefined) returned PGC1a acetyl inh -4 and C2C12 statin -1.
Screening CC(NC(=O)Cc1ccc(-c2ccccc2)cc1)c1ccccc1 (centres undefined) returned PGC1a acetyl inh 10 and C2C12 statin -21.
CCc1ccc(N2CC(C(=O)N/N=C/c3cccc([N+](=O)[O-])c3)CC2=O)cc1 (centres undefined) was read as PGC1a acetyl inh 0 and C2C12 statin -4.
For Cc1ccc(NC(NC(=O)c2cccs2)C(Cl)(Cl)Cl)cc1 (centres undefined) the results were PGC1a acetyl inh -14 and C2C12 statin 8.
COc1ccc(-c2nc(C)ncc2-c2csc(C)n2)c(O)c1 was read as PGC1a acetyl inh -27 and C2C12 statin 21.
Cc1cccc(-c2nc3c(c(SCC(=O)N4CCOCC4)n2)CCCC3)c1 was read as PGC1a acetyl inh 2 and C2C12 statin -20.
Cc1cc(C)nc(Nc2nc(=O)c3ccccc3s2)n1 was read as PGC1a acetyl inh -18 and C2C12 statin -2.
For Cc1cccc(C)c1OCC(=O)Nn1c(C)nc2ccccc2c1=O the results were PGC1a acetyl inh 0 and C2C12 statin 20.
Screening CC(C)C(=O)Nc1cccc(-c2cn3ccsc3n2)c1 returned PGC1a acetyl inh 9 and C2C12 statin -2.
CCn1c(NC(=O)C2CCCCC2)nc2ccccc21 was read as PGC1a acetyl inh 1 and C2C12 statin -21.
C=CCNC(=S)NNC(=O)CCC(O)CCCCC (centres undefined) was read as PGC1a acetyl inh -13 and C2C12 statin 24.
For Cc1nnc(SCc2ccccc2F)n1NCc1cccs1 the results were PGC1a acetyl inh 4 and C2C12 statin 23.
Screening O=S(=O)(Nc1ccncc1Cl)c1ccccc1 returned PGC1a acetyl inh 12 and C2C12 statin 11.
For COc1ccc2c(c1)CCc1c(C(=O)NCc3ccc(Cl)cc3)noc1-2 the results were PGC1a acetyl inh 3 and C2C12 statin -2.
NC1=NCc2ccccc21 was read as PGC1a acetyl inh 30 and C2C12 statin 10.
For CCCN(CCC)C(=O)CC(c1ccccc1)c1cc(Br)ccc1O (centres undefined) the results were PGC1a acetyl inh -13 and C2C12 statin 12.
O=C(COc1cccc(Oc2ccccc2)c1)Nc1ncccn1 was read as PGC1a acetyl inh -11 and C2C12 statin 107*.
`COc1ccc(S(=O)(=O)N(C)C[C@H]2Oc3c(NC(=O)Nc4ccccc4)cccc3C(=O)N([C@H](C)CO)C[C@H]2C)cc1` gave PGC1a acetyl inh -7 and C2C12 statin 78*.
Screening CCN1c2ccccc2NC2N=C(OC)C(c3ccccc3)C21 (centres undefined) returned PGC1a acetyl inh 18 and C2C12 statin 56.
Screening O=C(NCc1ccc(F)cc1)c1cc(-c2ccco2)on1 returned PGC1a acetyl inh 6 and C2C12 statin 1.
Screening CCOC(=O)N1CCC(n2c(=S)[nH]c3cc(OCC)c(OCC)cc3c2=O)CC1 returned PGC1a acetyl inh 2 and C2C12 statin -83.
COc1cc([N+](=O)[O-])ccc1NC(=O)C[n+]1ccccc1C was read as PGC1a acetyl inh -2 and C2C12 statin 2.
O=C(CCSc1nnc2ccccn12)Nc1ccc(F)cc1 was read as PGC1a acetyl inh -4 and C2C12 statin -5.
Screening CC1CC1C(=O)Nc1nc(-c2ccccc2)cs1 (centres undefined) returned PGC1a acetyl inh -18 and C2C12 statin -24.
Cc1ccc2oc(-c3cccc(NC(=O)c4ccc(Br)o4)c3)nc2c1 was read as PGC1a acetyl inh 0 and C2C12 statin -3.
CCn1nc(NC(=O)c2ccco2)c2cc3ccc(C)cc3nc21 was read as PGC1a acetyl inh 1 and C2C12 statin -11.
For CCOC(=O)c1cnc2c(N=Nc3ccccc3)c(N)nn2c1N the results were PGC1a acetyl inh 3 and C2C12 statin -23.
For O=C(CSCc1ccccc1)N1CCN(C(=O)c2ccco2)CC1 the results were PGC1a acetyl inh -9 and C2C12 statin -1.
For O=C(Nc1cccnc1Cl)c1cc(-c2ccco2)on1 the results were PGC1a acetyl inh -5 and C2C12 statin -3.
Screening O=C(c1ccc(COc2ccc(F)cc2)o1)n1cccn1 returned PGC1a acetyl inh 3 and C2C12 statin 4.
`CSc1nc(N(C)NC(=O)c2ccc(F)cc2)c2ccccc2n1` gave PGC1a acetyl inh -6 and C2C12 statin -97.
For COc1ccccc1N1CCN(C(=O)c2cc(-c3ccc(Cl)c(Cl)c3)on2)CC1 the results were PGC1a acetyl inh 17 and C2C12 statin 5.

Part of the list above in order of length of the SMILES, low to high:
Screening CC1CC1C(=O)Nc1nc(-c2ccccc2)cs1 (centres undefined) returned PGC1a acetyl inh -18 and C2C12 statin -24.
Screening CCN1c2ccccc2NC2N=C(OC)C(c3ccccc3)C21 (centres undefined) returned PGC1a acetyl inh 18 and C2C12 statin 56.
COc1ccc(-c2nc(C)ncc2-c2csc(C)n2)c(O)c1 was read as PGC1a acetyl inh -27 and C2C12 statin 21.
`CSc1nc(N(C)NC(=O)c2ccc(F)cc2)c2ccccc2n1` gave PGC1a acetyl inh -6 and C2C12 statin -97.
For COc1ccc2c(c1)CCc1c(C(=O)NCc3ccc(Cl)cc3)noc1-2 the results were PGC1a acetyl inh 3 and C2C12 statin -2.

Next part:
Screening Cc1ccccc1N(CC(=O)NCC1CCCO1)C(=O)C1(C)CC(=O)N=C2C=CC=CN21 (centres undefined) returned PGC1a acetyl inh -5 and C2C12 statin 59.
Cc1nnsc1NC(=O)OCc1ccccc1Cl was read as PGC1a acetyl inh -4 and C2C12 statin 0.
`C=CCn1c(SCC(=O)c2ccccc2)nnc1-c1ccc2c(c1)OCO2` gave PGC1a acetyl inh -26 and C2C12 statin 14.
`CCOC(=O)N1CCN(S(=O)(=O)c2ccc(OCC(=O)OC)c(C)c2)CC1` gave PGC1a acetyl inh 14 and C2C12 statin 14.
Screening Cc1ccc2[nH]c(=O)c(CNC(C)C)cc2c1 returned PGC1a acetyl inh 7 and C2C12 statin 6.
For CCCCCCOc1ccc(/C(N)=N/O)cc1 the results were PGC1a acetyl inh -24 and C2C12 statin -20.
`O=C(c1cc(-c2ccncc2)nc2ccccc12)N1CCN(S(=O)(=O)/C=C/c2ccccc2)CC1` gave PGC1a acetyl inh -1 and C2C12 statin -22.
For CCOP(=O)(O)c1ccccc1OCCOc1ccccc1P(=O)(O)OCC the results were PGC1a acetyl inh -5 and C2C12 statin -16.
For O=C(COc1ccccc1Cl)N1CCN(c2ncccn2)CC1 the results were PGC1a acetyl inh -6 and C2C12 statin -6.
`COc1ccc(/C(N)=C/C(=O)C(C)(C)C)cc1` gave PGC1a acetyl inh -13 and C2C12 statin 10.
For CCOC(=O)c1c(NC(NC(C)=O)C(Cl)(Cl)Cl)sc(C(C)=O)c1C (centres undefined) the results were PGC1a acetyl inh -13 and C2C12 statin -8.
CCC(C)NC(=O)C1CCN(S(=O)(=O)c2cccs2)CC1 (centres undefined) was read as PGC1a acetyl inh -1 and C2C12 statin -11.
For Cc1cc(=O)oc2cc(OCC(=O)N3CCCC(C)C3)ccc12 (centres undefined) the results were PGC1a acetyl inh -5 and C2C12 statin 10.
Screening Cc1nc2cc(C(F)(F)F)ccc2n1C1CCN(CC(=O)N2CCOCC2)CC1 returned PGC1a acetyl inh 8 and C2C12 statin -3.
`CCCS(=O)(=O)N1CCC(C(=O)NCCN2CCCC2)CC1` gave PGC1a acetyl inh 3 and C2C12 statin -4.
Nc1c(-c2ccc(F)cc2)cnn1C1CCS(=O)(=O)C1 (centres undefined) was read as PGC1a acetyl inh -3 and C2C12 statin -3.
For O=C(CCN1C(=O)c2ccncc2C1=O)Nc1ccc(F)cc1 the results were PGC1a acetyl inh 8 and C2C12 statin -4.
O=C(CC1(O)C(=O)N(Cc2ccccc2)c2ccccc21)c1ccncc1 (centres undefined) was read as PGC1a acetyl inh 8 and C2C12 statin 9.
N#Cc1c(N(CCO)CCO)nc(N)c2c(N)nc3c(c12)CC(=O)N3Cc1cccs1 was read as PGC1a acetyl inh -9 and C2C12 statin 1.
N#C/C(=C1\C(=O)Nc2c(Cl)cc(Cl)cc21)c1nnc2n1CCCCC2 was read as PGC1a acetyl inh -4 and C2C12 statin 1.

Reprinted at random: 4 records from the list
`O=C(c1cc(-c2ccncc2)nc2ccccc12)N1CCN(S(=O)(=O)/C=C/c2ccccc2)CC1` gave PGC1a acetyl inh -1 and C2C12 statin -22.
O=C(CC1(O)C(=O)N(Cc2ccccc2)c2ccccc21)c1ccncc1 (centres undefined) was read as PGC1a acetyl inh 8 and C2C12 statin 9.
N#C/C(=C1\C(=O)Nc2c(Cl)cc(Cl)cc21)c1nnc2n1CCCCC2 was read as PGC1a acetyl inh -4 and C2C12 statin 1.
Screening Cc1nc2cc(C(F)(F)F)ccc2n1C1CCN(CC(=O)N2CCOCC2)CC1 returned PGC1a acetyl inh 8 and C2C12 statin -3.

Next results:
`Nc1nnc(SCc2ccc(Cl)cc2)s1` gave PGC1a acetyl inh 11 and C2C12 statin 10.
CCOC(=O)N1CCN(C(=O)C2CCN(c3ncnc4c3sc3cccc(F)c34)CC2)CC1 was read as PGC1a acetyl inh -5 and C2C12 statin -10.
CC1CCN(CCCNC(=O)c2ccc(CS(=O)(=O)Cc3ccccc3F)o2)CC1 was read as PGC1a acetyl inh 7 and C2C12 statin -4.
CCOC(=O)N1CCC(NC(=O)CCC(=O)c2ccccc2)CC1 was read as PGC1a acetyl inh -2 and C2C12 statin -1.
`Cc1cc(NC(=O)Nc2ccc(F)cc2)no1` gave PGC1a acetyl inh -7 and C2C12 statin 17.
O=C(CSc1ncccn1)Nc1ccccc1 was read as PGC1a acetyl inh -7 and C2C12 statin 46.
For COCCCN1C(=O)C(=O)/C(=C(/O)c2ccc(OCC(C)C)cc2)C1c1cccnc1 (centres undefined) the results were PGC1a acetyl inh 3 and C2C12 statin 20.
`O=C(CSc1nc(-c2ccco2)cc(C(F)(F)F)n1)NCCc1ccccc1` gave PGC1a acetyl inh 2 and C2C12 statin 89*.
CC(C)(/C=N/O)/[N+]([O-])=C/c1ccccc1C(F)(F)F was read as PGC1a acetyl inh -5 and C2C12 statin 7.
`CCOc1cccc(NC(=O)C2CCCN(S(=O)(=O)c3ccc(-n4cnnn4)cc3)C2)c1` (centres undefined) gave PGC1a acetyl inh 7 and C2C12 statin -6.
Cc1nc2ccc(S(=O)(=O)NCC(=O)N3CCc4ccccc43)cc2s1 was read as PGC1a acetyl inh 5 and C2C12 statin 1.
`CCN(CC)C(=O)CN1CCC(n2c(C)nc3cc(C(F)(F)F)ccc32)CC1` gave PGC1a acetyl inh 2 and C2C12 statin -4.
Cc1ccc(N2C(=O)c3ccccc3C2(O)c2ncc[nH]2)cc1 (centres undefined) was read as PGC1a acetyl inh 2 and C2C12 statin -1.
Screening Cc1ccc(Nc2nnns2)cc1C returned PGC1a acetyl inh 1 and C2C12 statin 17.
`O=C(C1COc2ccccc2O1)N1CCOCC1` (centres undefined) gave PGC1a acetyl inh 14 and C2C12 statin -12.
`COc1ccc(C(OC(=O)c2ccco2)C(=O)NC2CCCCC2)cc1OC` (centres undefined) gave PGC1a acetyl inh -5 and C2C12 statin -5.
CN(CCNC(=O)c1ccc(N2CCCC2=O)cc1)CCc1ccccc1 was read as PGC1a acetyl inh 33 and C2C12 statin 2.
Screening CC(=O)c1cccc(NC(=O)Nc2ccc(C(=O)N3CCCC3)cc2)c1 returned PGC1a acetyl inh -10 and C2C12 statin 3.
`O=C(CCSc1nccn1Cc1ccccc1)N1CCOCC1` gave PGC1a acetyl inh -6 and C2C12 statin -22.
`CCCC(c1nnnn1CCc1ccccc1)N1CCC(C(N)=O)CC1` (centres undefined) gave PGC1a acetyl inh 6 and C2C12 statin -5.
`COC(=O)C(C)NC(=O)C1CCCN1S(=O)(=O)c1cc(C)c(Cl)cc1C` (centres undefined) gave PGC1a acetyl inh -25 and C2C12 statin -6.
CCCc1[nH]nc2c1C(CCc1ccccc1)C(C#N)=C(N)O2 (centres undefined) was read as PGC1a acetyl inh 4 and C2C12 statin 3.
Screening CS(=O)(=O)NCc1nnc(SCc2ccccc2C(F)(F)F)o1 returned PGC1a acetyl inh 4 and C2C12 statin 6.
For C/C(N)=C(/C#N)C(=O)CSc1nc2cc(Cl)ccc2s1 the results were PGC1a acetyl inh 1 and C2C12 statin -8.
`C=CCNC(=O)C(C#N)c1nc2ccccc2nc1N1CCCCCC1` (centres undefined) gave PGC1a acetyl inh -4 and C2C12 statin 86*.
Cc1cccc(NC(=S)NNC(=O)CC(C)O)c1C (centres undefined) was read as PGC1a acetyl inh 3 and C2C12 statin -2.
`O=C(CCc1ccccc1)Nc1ccc(N2CCOCC2)c(Cl)c1` gave PGC1a acetyl inh 2 and C2C12 statin 113*.
